Screening results deposited in PubChem by several laboratories.
FLuc inh counter: counter-screen for luciferase assay inhibitors: firefly luciferase inhibition; 200,000 compounds, 1.5% hits; P08659; inhibition, % at 10 µM; ATPLite firefly luciferase biochemical luminescence, 10 min; AID 1006;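 active = inhibition above about 50% when tested at 10 µM, limit read from the data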
Target sequence (P08659 whole entry, looked up): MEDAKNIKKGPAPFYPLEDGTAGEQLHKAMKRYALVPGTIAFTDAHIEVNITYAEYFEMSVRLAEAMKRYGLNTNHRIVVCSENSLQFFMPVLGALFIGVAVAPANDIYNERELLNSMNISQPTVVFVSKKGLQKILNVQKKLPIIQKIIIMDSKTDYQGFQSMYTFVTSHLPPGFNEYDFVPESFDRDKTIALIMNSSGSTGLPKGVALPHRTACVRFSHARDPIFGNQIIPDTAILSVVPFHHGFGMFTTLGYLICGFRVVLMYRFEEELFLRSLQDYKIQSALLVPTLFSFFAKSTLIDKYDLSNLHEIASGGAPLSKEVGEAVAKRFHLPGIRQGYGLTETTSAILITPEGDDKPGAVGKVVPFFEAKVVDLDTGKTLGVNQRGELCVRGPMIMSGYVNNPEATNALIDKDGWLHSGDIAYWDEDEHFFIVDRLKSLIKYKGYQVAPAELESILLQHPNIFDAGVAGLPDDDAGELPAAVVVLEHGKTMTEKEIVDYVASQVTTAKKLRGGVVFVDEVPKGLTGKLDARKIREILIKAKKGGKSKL
G6PDH counter: L. mesenteroides G6PDH inhibition counter-screen | Purified L. mesenteroides G6PDH, diaphorase/resazurin coupled fluorescence, 45 min | inhibition, % at 5 µM | 200,000 compounds, 0.12% hits | AID 1020; in the data active = inhibition above about 50%
Diaphorase act: counter-screen for diaphorase-based assays: diaphorase activators and chemical reducers; Diaphorase/resazurin coupled assay, resorufin fluorescence, 16 min; hits give high values; 1 = vehicle wells, 0 = NADH-free wells; activation factor at 20 µM; 190,000 compounds, 0.005% hits; AID 1229;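 active = diaphorase activity raised at least twofold by the compound at 20 µM; inactive = activation factor below 2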
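Measured by – red resorufin fluorescence at 544/590 nm excitation/emission · Test system – Clostridium kluyveri diaphorase, purified enzyme · Incubation – reaction time 16 min, room temperature · Buffer or medium – 50 mM HEPES pH 7.4 with 4.542 mM MgCl2, 0.005% Tween 20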
NF-kB expr up: compounds increasing NF-kB expression in human neuronal cells | NF-kB reporter expression; hits give high values | fold change at 12.5 µM | 190,000 compounds, 1.6% hits | AID 1239; in the data active = fold change above about 3.3
STAT1 act: STAT1 signaling activation | NIH 3T3 STAT1-luciferase reporter, IFN-gamma, luminescence; 100% = IFN-gamma alone, no compound | activation (% of control), % at 5.5 µM | 200,000 compounds, 2.6% hits | AID 932;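 active = activation above the screen-wide mean activation plus 3 SD, cut at about 130% in these data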;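 note: raw ratio to IFN-gamma control signal so 100% means no change and 0% no light; values of inactives mirror those of a sister screen read the other way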
Diaph inh CS: counter-screen for diaphorase-based assays: diaphorase inhibitors and chemical oxidizers; diaphorase resazurin-to-resorufin fluorescence, NADH, 16 min; bacterial (C. kluyveri) enzyme, not human; inhibition, % at 20 µM; 190,000 compounds, 0.69% hits; AID 1217;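 active = primary screen inhibition at 20 µM above a set limit, cut at about 50% in these data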;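 note: plate controls were DMSO with full reaction for no effect and wells lacking NADH for full effect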
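Test system: diaphorase enzyme from Clostridium kluyveri; amount: diaphorase at 0.14 U/mL in enzyme working solution; detection: fluorescence of resorufin formed from resazurin, Ex 544/Em 590 nm; times: reaction incubation of 16 min at room temperature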
APP 5UTR inh: APP translation inhibition; inhibition, % at 2 µM; AID 1285; 190,000 compounds, 0.82% hits; SH-SY5Y APP 5'UTR-luciferase reporter, luminescence;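 active = inhibition above a set limit, derived from the sample mean plus 3 SD, cut at about 45% in these data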; note: values of inactives mirror those of a sister screen read the other way
TLR4 MyD88 comp: TLR4-MyD88 interaction inhibition in cells. O00206+Q99836. HeLa CL3-4 TLR4/MyD88 BLA complementation, FRET ratio. inhibition, % at 8.4 µM. 200,000 compounds, 0.18% hits; in the data active = inhibition above about 25%;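 note: 0% = vehicle and 100% = reference inhibitor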
APP 5'UTR act: APP 5'UTR luciferase reporter activation; 190,000 compounds, 1% hits; activation, % at 2 µM; SH-SY5Y APP 5'UTR luciferase reporter, luminescence; zero percent = DMSO vehicle wells;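 active = activation above a set limit, based on mean plus 3 SD of controls, cut at about 140% in these data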; note: values of inactives mirror those of a sister screen read the other way
FLuc stim CS: affects firefly luciferase, flagging false hits in luciferase stimulation screens; P08659; ATPlite luciferase biochemical, luminescence, 10 min; 0 = ATP-free wells, 1 = DMSO control; activation factor at 10 µM; 200,000 tested, under 10 active;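 active = luciferase activation factor, scaled between plate controls, of at least 2 with compound at 10 µM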
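Material: Luciferase/luciferin reagent mix | Doses: Test compounds dosed from 2 mM stocks in 100% DMSO | Timing: 10 min incubation after luciferase reagent addition, room temperature | Measured by: Luminescence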
* = called active by the depositor; / = no result given.

SMILES | FLuc inh counter | G6PDH counter | Diaphorase act | NF-kB expr up | STAT1 act | Diaph inh CS | APP 5UTR inh | TLR4 MyD88 comp | APP 5'UTR act | FLuc stim CS
Cc1nc(N2CCCCC2)sc1C=O | -4 | 3 | 0.9 | 1 | 97 | 6 | -8 | -4 | 8 | 1
COC(=O)c1ccc(NC(=O)CN(c2ccc3c(c2)OCO3)S(C)(=O)=O)cc1 | -5 | 1 | 1 | 1.2 | 107 | 1 | -7 | 3 | 7 | 1
O=C(Nc1ccc(F)cc1)c1cc(S(=O)(=O)Nc2ccc(F)cc2)cs1 | -4 | 5 | 0.8 | 0.75 | 93 | 23 | -9 | -1 | 9 | 1
CCOc1ccc(NC(=O)c2cc(C)nc3ccccc23)cc1 | -3 | -2 | 0.9 | 1.2 | 95 | 15 | -1 | 2 | 1 | 1
COc1ccc(C(=O)CSc2nnc(-c3cnccn3)n2Cc2ccco2)cc1 | -4 | -3 | 0.9 | 1.1 | 90 | 14 | -11 | -11 | 11 | 1
COc1cccc(C(=O)NCCn2ccc3ccccc32)c1 | -2 | -15 | 0.9 | 2.3 | 128 | 13 | -46 | -5 | 46 | 1
O=S(=O)(CCn1cccc1)CCn1cccc1 | -7 | 4 | 1 | 1.2 | 114 | 5 | 16 | -2 | -16 | 1.1
O=C(CSC(=S)N1CCOCC1)c1ccccc1 | 73* | -3 | 1 | 3.1 | 124 | -2 | -139 | -3 | 139* | 0.3
CCOC(=O)/C=C/C(=O)OCC(=O)Nc1ccc(C)cc1 | -1 | 2 | 1 | 1 | 90 | -1 | 5 | 6 | -5 | 1
O=C(/C=C/c1ccccc1)Nc1ccc2c(c1)C(=O)NC2=O | 12 | -3 | 1 | 1.5 | 129* | 2 | -8 | -15 | 8 | 0.9
COc1cccc(CNc2nc3nc(C)cc(=O)n3[nH]2)c1 | -5 | 4 | 0.9 | 1 | 94 | 7 | 6 | -16 | -7 | 1.1
COc1cc(/C=C(\C#N)c2nn(CCO)c(N)c2C#N)cc(OC)c1OC | -7 | 2 | 0.9 | 1.1 | 90 | 10 | 4 | -16 | -4 | 1.1
Cc1ccc2c(CC(=O)NCc3ccc4c(c3)OCO4)coc2c1 | -8 | 2 | 0.9 | 1.4 | 114 | 13 | -21 | 16 | 21 | 1.1
O=C(NCCO)C(F)(F)C(F)(F)C(F)(F)OC(F)(C(=O)NCCO)C(F)(F)F (stereo unspecified) | -5 | 5 | 0.9 | 1.1 | 101 | 7 | -17 | 0 | 17 | 1.1
O=C(Nn1cnc2ccccc2c1=O)c1ccccc1 | -3 | 9 | 1 | 1.3 | 100 | 0 | 0 | 3 | 0 | 1
CS(=O)(=O)NCCNc1ncc(C(F)(F)F)cc1Cl | -2 | 2 | 0.9 | 1.1 | 94 | 7 | 1 | 5 | -1 | 1
COCCN(CCOC)S(=O)(=O)c1ccc(C(=O)Nc2nc(-c3ccccc3)c(C(=O)c3ccccc3)s2)cc1 | -8 | 8 | 0.7 | 0.95 | 105 | 28 | -10 | 7 | 10 | 1.1
COc1ccccc1NC(=O)c1cccs1 | -4 | -2 | 0.8 | 1.3 | 106 | 15 | -6 | -11 | 6 | 1
Cc1cccc(NS(=O)(=O)c2ccc3[nH]c(=O)cc(C(=O)OC(C)C(=O)Nc4ccc([N+](=O)[O-])cc4)c3c2)c1 (stereo unspecified) | -9 | -2 | 0.6 | 0.99 | 94 | 35 | -13 | -3 | 13 | 1.1
CCOCCCNC(=O)c1ccccc1SCC | 0 | 10 | 1 | 1.1 | 98 | 1 | -12 | 9 | 12 | 1
O=C(Nc1ncc2c(n1)CC(c1ccco1)CC2=O)c1ccccc1 (stereo unspecified) | -10 | 12 | 0.9 | 1.2 | 94 | 11 | -2 | -3 | 1 | 1.1
Cn1c(=O)cc(OCCCC(=O)NCc2ccc(F)cc2Cl)c2ccccc21 | -7 | 4 | 0.8 | 1.2 | 100 | 22 | 5 | 2 | -5 | 1.1
COC(=O)C1C(=O)C=C(Nc2ccc(F)cc2F)CC1c1ccccc1 (stereo unspecified) | 0 | 4 | 1 | 1.4 | 100 | 0 | -6 | 10 | 6 | 1
COCCCn1nnnc1SCC(=O)Nc1ccc2c(c1)OCCO2 | -4 | 15 | 1.1 | 1.4 | 96 | -11 | -9 | -12 | 9 | 1
Cc1cc(=O)n(-c2ccc(Cl)cc2)c(=O)[nH]1 | -5 | 7 | 0.9 | 1.2 | 103 | 12 | -39 | 2 | 39 | 1
O=C(O)c1cc(NC(=O)c2ccc(Cl)c([N+](=O)[O-])c2)cc(C(=O)O)c1 | 0 | 8 | 0.9 | 0.9 | 101 | 5 | 6 | 9 | -6 | 1
COc1ccc(Cl)cc1Nc1nc(-c2sc(NC(=O)c3ccco3)nc2C)cs1 | -7 | 4 | 0.9 | 0.73 | 106 | 10 | -10 | 1 | 10 | 1.1
CCN(CC)S(=O)(=O)c1ccc(C(=O)N(c2ccc(C)cc2)C2C=CS(=O)(=O)C2)cc1 (stereo unspecified) | -4 | 3 | 1.1 | 1.1 | 97 | -7 | -22 | 0 | 22 | 1
Cc1cccc(-n2c(-c3ccco3)nc3nc4ccccc4nc32)c1 | -5 | -33 | 0.8 | 1.2 | 95 | 24 | -12 | -1 | 12 | 1
O=c1[nH]c(SCc2cccc([N+](=O)[O-])c2)nc2[nH]ncc12 | -7 | 2 | 0.9 | 0.4 | 98 | 14 | 3 | -1 | -3 | 1.1
O=C(Nc1ccccc1C(=O)N1CCCCCC1)c1cccc(S(=O)(=O)N2CCOCC2)c1 | 1 | -14 | 0.8 | 1.5 | 101 | 19 | -14 | -6 | 14 | 1
O=S(=O)(NCCSCc1c(Cl)cccc1Cl)c1ccc2c(c1)OCCO2 | -5 | 0 | 0.9 | 1.1 | 102 | 12 | -11 | 10 | 11 | 1
O=C(NCc1cccs1)C1CC(c2ccc(Cl)c(Cl)c2)=NO1 (stereo unspecified) | -7 | 4 | 0.8 | 1 | 106 | 15 | 12 | 24 | -12 | 1.1
COc1ccc(C)cc1NC(=O)CCS(=O)(=O)c1ccc2c(c1)CCN2C(C)=O | 0 | 6 | 0.9 | 0.88 | 108 | 13 | -17 | 5 | 17 | 1
CCc1nnc(NC(=O)CSc2nnc(C)n2Cc2ccccc2)s1 | 0 | 3 | 1.1 | 1.1 | 98 | -7 | -6 | 5 | 6 | 1
O=C(COC(=O)CCC1CCCCC1)Nc1ccc(OC(F)F)cc1 | -3 | 14 | 1 | 1.2 | 101 | 0 | -6 | 15 | 6 | 1
O=C(CN1CCCCCCC1)Nc1cc(Cl)cc(Cl)c1 | -4 | 7 | 0.9 | 1 | 104 | 13 | -11 | -1 | 11 | 1
CC(C)CC(C(=O)Nc1ccccc1)N1C(=O)C2C3C=CC(C3)C2C1=O (stereo unspecified) | -1 | 13 | 1 | / | 89 | 2 | 13 | 12 | -13 | 1
CCOC(=O)c1oc2cc(O)c(CC)cc2c(=O)c1-c1cscn1 | 2 | 3 | 0.9 | 1.1 | 99 | 12 | -10 | 11 | 10 | 1
O=c1cnnc(Nc2cccc(F)c2)[nH]1 | -2 | 1 | 0.9 | 1.4 | 98 | 7 | -12 | -3 | 12 | 1
COc1cccc(CN(C(=O)Cn2nnc(-c3ccccc3F)n2)C(C(=O)NC(C)(C)C)c2ccncc2)c1 (stereo unspecified) | -4 | 4 | 0.9 | 0.86 | 101 | 10 | 0 | -2 | 0 | 1
O=C(Nc1ccc(F)cc1)c1nc[nH]c1C(=O)Nc1ccccc1[N+](=O)[O-] | -1 | 2 | 0.9 | 1.3 | 106 | 6 | 7 | 2 | -7 | 1
COC(=O)Nc1ccc(S(=O)(=O)N2c3ccccc3CCC2C)cc1 (stereo unspecified) | -2 | 2 | 0.7 | 1.1 | 116 | 27 | 61* | -14 | -61 | 1
COc1ccc(N2C(N)=C(C#N)C(c3ccsc3)C3=C2CCCC3=O)c(OC)c1 (stereo unspecified) | -4 | 14 | 0.6 | 1.3 | 92 | 44 | 3 | 3 | -3 | 1
COc1cc(C(=S)N2CCOCC2)cc(OC)c1OC(=O)c1cc([N+](=O)[O-])c(C)c([N+](=O)[O-])c1 | -5 | 10 | 0.7 | 1.2 | 97 | 26 | -12 | -9 | 12 | 1.1
CCOc1ccc2[nH]cc(C(=O)NCCCN3CCOCC3)c(=O)c2c1 | -9 | 9 | 1 | 1.1 | 98 | 4 | -1 | -1 | 1 | 1.1
CC1(C)C(=O)Nc2ccccc2N1C(=O)CSc1nnc2c(Cl)cc(Cl)cn12 | -8 | 8 | 0.8 | 1.1 | 102 | 17 | -8 | 11 | 8 | 1.1
Cc1cc(O)ccc1Nc1nc2ccccc2nc1Nc1ccc(O)cc1C | -5 | 15 | 0.4 | 1.2 | 94 | 59* | 1 | -12 | -1 | 1.1
O=C(C1CCC(CNc2c(N3CCOCC3)c(=O)c2=O)CC1)N1CCN(c2ccccc2)CC1 (stereo unspecified) | -7 | 6 | 0.9 | 0.98 | 90 | 14 | 24 | 10 | -24 | 1.1
CCOC(=O)Cc1csc(NC(=O)c2ccc(S(=O)(=O)N3CCOCC3)cc2)n1 | 1 | 2 | 1 | 1 | 95 | -4 | -16 | 7 | 16 | 1
O=[N+]([O-])c1ccc(S(=O)(=O)CC(CN2CCCCC2)N2CCCCC2)cc1 (stereo unspecified) | 0 | 13 | 1.1 | 1 | 92 | -12 | 17 | 4 | -17 | 1
COC(=O)c1ccc(C(C(=O)NCc2ccccc2)N(Cc2ccco2)C(=O)c2cnccn2)cc1 (stereo unspecified) | -3 | 3 | 0.8 | 0.55 | 94 | 16 | -4 | -16 | 5 | 1
CCc1cccc(N(CC(=O)NCc2ccc(F)cc2)C(=O)c2csnn2)c1 | -6 | 12 | / | 0.84 | 100 | / | -6 | -3 | 6 | 1.1

One compound at a time, as listed above. Order of screens: FLuc inh counter	G6PDH counter	Diaphorase act	NF-kB expr up	STAT1 act	Diaph inh CS	APP 5UTR inh	TLR4 MyD88 comp	APP 5'UTR act	FLuc stim CS
Cc1cc(O)ccc1Nc1nc2ccccc2nc1Nc1ccc(O)cc1C is entered as -5	15	0.4	1.2	94	59*	1	-12	-1	1.1
CCOc1ccc2[nH]cc(C(=O)NCCCN3CCOCC3)c(=O)c2c1 is entered as -9	9	1	1.1	98	4	-1	-1	1	1.1
CC1(C)C(=O)Nc2ccccc2N1C(=O)CSc1nnc2c(Cl)cc(Cl)cn12 is entered as -8	8	0.8	1.1	102	17	-8	11	8	1.1
COc1cc(C(=S)N2CCOCC2)cc(OC)c1OC(=O)c1cc([N+](=O)[O-])c(C)c([N+](=O)[O-])c1 is entered as -5	10	0.7	1.2	97	26	-12	-9	12	1.1
CCc1cccc(N(CC(=O)NCc2ccc(F)cc2)C(=O)c2csnn2)c1 is entered as -6	12	/	0.84	100	/	-6	-3	6	1.1
